Bioassay records: PubChem BioAssay, National Center for Advancing Translational Sciences (NCATS)
EPAC2 antagonist – EPAC2 (human) antagonism | Q8WZA2 | EPAC2 GEF exchange of Rap1B-BODIPY-GDP, fluorescence | Potency, µM (titrated, usually from 114 µM), inactives show top-dose activity, negative = inhibition, most hits filed as inhibitors | 360,000 compounds, 0.18% hits | AID 720708; note: potency is the fitted concentration of half-maximal effect; % is set by controls: 0 for no effect and ±100 for the full control effect; nearly all actives have a fitted effect of over 45% in size; many of its hits are not listed in these tables
MmCpn inh – M. maripaludis TRiC chaperonin inhibition. Potency, µM (series often up to 76.9 µM), for inactives: at the top dose activity, negative = inhibition, most hits filed as inhibitors. 330,000 compounds, 0.031% hits. AID 504842. purified Mm-Cpn ATPase, ADP Transcreener TR-FRET; note: potency is the fitted concentration of half-maximal effect; % is set by controls: 0 for no effect and ±100 for the full control effect; nearly all actives have a fitted effect of over 80% in size
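Inhibition of chaperonin ATP hydrolysis is measured as reduced ADP production, detected by competitive TR-FRET in which signal falls with ADP. Final enzyme 25 nM and ATP 10 uM, reacted 30 min at 37°C.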
EPAC1 agonist – agonists of human EPAC1. O95398. EPAC1 agonist qHTS, biochemical assay; response scale: 100% = response to 6.5 mM cAMP. Potency, µM (titrated, usually from 154 µM), without a hit: top-dose activation, hits mostly activators. 360,000 compounds, 0.073% hits. AID 720707; note: potency is the fitted concentration of half-maximal effect; nearly all actives have a fitted effect of over 60% in size
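Multi-concentration qHTS readout: loss of Rap1B-bound BODIPY-GDP fluorescence driven by 100 nM EPAC1 with excess GDP (50 uM), monitored kinetically at room temperature; agonist response expressed relative to 6.5 mM cAMP.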
PLK1 PBD block – blocks phosphopeptide binding to human PLK1 polo-box domain; AID 720504; Plk1 PBD binding of FITC phosphopeptide, fluorescence polarization; P53350; Potency, µM, for the others: max response, negative = inhibition, most hits filed as inhibitors; 360,000 compounds, 2.8% hits; note: potency is the fitted concentration of half-maximal effect; series mostly up to about 57 µM; % is set by controls: 0 for no effect and ±100 for the full control effect; nearly all actives have a fitted effect of over 65% in size
EPAC1 antagonist – EPAC1 (human) antagonism | O95398 | EPAC1 GEF assay, Rap1b-BODIPY-GDP exchange fluorescence | Potency, µM (doses to about 115 µM), without a hit: at the top dose activity change, negative = inhibition, hits mostly inhibitors | 360,000 compounds, 0.14% hits;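 note: potency is the fitted concentration of half-maximal effect; plate controls were vehicle for no effect and positive control for full effect; nearly all actives have a fitted effect of over 50% in size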
CCT modulator – cytosolic chaperonin activity modulation. purified chaperonin ATPase assay, HTRF ADP detection, 30 min. activity change, % (no concentration beside the values), hits read low. 360,000 compounds, 0.3% hits. AID 651819; in the data active = activity change below about -30%; note: % is set by controls: 0 for no effect and ±100 for the full control effect
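TRiC (40 or 20 nM final, by batch activity) in 30 mM Tris pH 7.4, 100 mM KCl, 5 mM MgCl2, 1 mM DTT was treated with compound at 76 uM single dose, then 10 uM ATP, 30 min at 37 °C. ADP was read by HTRF Transcreener.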
PI5P4Ka inh – inhibitors of human PI5P4K alpha. PI5P4Kalpha enzyme, ADP-Glo luminescence, 60 min; stronger effect = lower value. P48426. AID 652105. 330,000 compounds, 1.2% hits. max response, %; active = max response of -50% or lower; inconclusive = between -30% and -50%; inactive = -30% or higher; note: value at the top dose of about 77 µM; % is set by controls: 0 for no effect and ±100 for the full control effect
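Luminescence from ADP-Glo served as readout of PI5P4Kalpha activity in a qHTS format. Reaction: enzyme, substrate, compound, ATP at 5 microM final, 60 min at RT.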
WRN inhibitor – WRN helicase (human) inhibition | WRN helicase unwinding, fluorescent forked duplex, kinetic | Potency, µM (titrated, usually from 114 µM), for the others: at the top dose activity change, negative = inhibition, hits mostly inhibitors | 360,000 compounds, 0.46% hits; note: potency is the fitted concentration of half-maximal effect; % is set by controls: 0 for no effect and ±100 for the full control effect; nearly all actives have a fitted effect of over 55% in size
Target sequence (Q14191 whole entry, looked up): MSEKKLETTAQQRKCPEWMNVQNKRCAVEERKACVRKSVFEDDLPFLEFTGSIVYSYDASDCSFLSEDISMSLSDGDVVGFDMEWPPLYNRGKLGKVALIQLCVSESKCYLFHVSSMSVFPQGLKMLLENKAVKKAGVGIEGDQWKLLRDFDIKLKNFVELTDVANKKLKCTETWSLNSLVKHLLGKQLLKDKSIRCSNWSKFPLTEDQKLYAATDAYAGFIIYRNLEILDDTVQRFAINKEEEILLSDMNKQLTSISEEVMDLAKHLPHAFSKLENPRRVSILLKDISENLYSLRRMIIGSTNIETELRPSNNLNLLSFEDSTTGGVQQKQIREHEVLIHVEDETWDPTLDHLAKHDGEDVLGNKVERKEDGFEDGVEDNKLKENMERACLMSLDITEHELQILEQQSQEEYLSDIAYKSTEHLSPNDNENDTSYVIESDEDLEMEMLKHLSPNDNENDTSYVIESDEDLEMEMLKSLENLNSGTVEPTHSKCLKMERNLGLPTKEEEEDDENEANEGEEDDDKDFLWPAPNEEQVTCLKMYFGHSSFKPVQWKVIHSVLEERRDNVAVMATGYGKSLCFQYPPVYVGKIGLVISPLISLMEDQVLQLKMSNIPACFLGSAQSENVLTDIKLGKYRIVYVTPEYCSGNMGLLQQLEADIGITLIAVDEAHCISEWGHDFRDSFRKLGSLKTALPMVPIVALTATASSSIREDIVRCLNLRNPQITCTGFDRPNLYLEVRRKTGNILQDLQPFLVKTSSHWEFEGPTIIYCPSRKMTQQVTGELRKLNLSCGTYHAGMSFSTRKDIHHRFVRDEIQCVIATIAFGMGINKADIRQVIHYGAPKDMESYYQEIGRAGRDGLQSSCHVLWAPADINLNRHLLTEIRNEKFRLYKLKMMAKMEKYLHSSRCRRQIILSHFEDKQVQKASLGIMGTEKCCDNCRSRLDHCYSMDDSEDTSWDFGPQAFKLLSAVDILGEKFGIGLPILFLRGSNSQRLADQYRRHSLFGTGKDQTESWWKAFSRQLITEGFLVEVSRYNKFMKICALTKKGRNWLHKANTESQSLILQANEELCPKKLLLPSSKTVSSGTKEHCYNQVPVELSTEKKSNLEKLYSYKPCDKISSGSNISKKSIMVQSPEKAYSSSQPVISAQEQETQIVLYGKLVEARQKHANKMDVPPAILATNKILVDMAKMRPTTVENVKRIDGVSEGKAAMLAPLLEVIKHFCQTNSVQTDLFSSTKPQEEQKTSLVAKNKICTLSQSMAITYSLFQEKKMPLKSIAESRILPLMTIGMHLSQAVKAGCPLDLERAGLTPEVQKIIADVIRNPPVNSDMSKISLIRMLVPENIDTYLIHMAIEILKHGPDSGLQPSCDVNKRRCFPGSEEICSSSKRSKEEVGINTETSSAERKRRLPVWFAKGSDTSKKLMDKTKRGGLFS
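Primary qHTS, 1536-well format. 20 nM WRN + compound, 15 min RT; start with 100 nM forked fluorophore/quencher duplex, 2 mM ATP (final); kinetic read ex 525/em 598 nm.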
Starred values were filed as active, the others as inactive; u = inconclusive; x = not tested or not shown; [ ] = dose if it differs, or a comment. Unless noted, calls come from the whole dose curve; as a rule, active = well fitted curve in the direction sought with a large enough effect; inconclusive = small, poorly fitted or top-dose-only effect, or another doubt; inactive = no such curve, though single readings can be large; an effect the other way counts as inactive or inconclusive.

SMILES | EPAC2 antagonist | MmCpn inh | EPAC1 agonist | PLK1 PBD block | EPAC1 antagonist | CCT modulator | PI5P4Ka inh | WRN inhibitor
Cc1ccc(NC(=O)N2CCCCCC2)c(C)c1 | -1% | -2% | 2% | 0% | 13% | -2.2 | 2 | 8%
COc1cc(/C=N/N(c2ccccc2)c2ccccc2)ccc1O | -24% | -1% | 2% | -9% | -24% | -4.9 | 26 | u
Cc1nc(N/N=C/c2cccc(F)c2)cc(N2CCOCC2)n1 | -5% | -1% | 3% | -10% | -9% | -3.1 | -4 | -32%
CC(=O)c1sc2nc(CSc3nncn3C)[nH]c(=O)c2c1C | 13% | 0% | 15% | -16% | 7% | 0.1 | -23 | -23%
CCCn1c(SC(C)C(=O)N2CCOCC2)nc2ccc(Br)cc2c1=O (stereo not drawn) | -5% | 2% | 2% | 0% | 5% | 0.3 | -4 | 6%
CN(C)c1ccc(-c2csc(C(O)c3cccc(Cl)c3)n2)cc1 (stereo not drawn) | -8% | x | -10% | -5% | 4% | -6.6 | 0 | -4%
COCCOCCn1cnc2ccccc21 | -1% | 0% | 8% | -5% | 0% | -2.2 | x | -1%
Cc1cccc(-n2ncc3c2CCCC3NC(=O)C2CCOCC2)c1C (stereo not drawn) | -5% | 6% | -2% | -12% | 2% | -6.7 | -4 | -24%
CCCn1c(SCC(=O)Nc2nonc2C)nnc1-c1ccoc1C | 4% | 2% | 10% | u | 11% | -1.7 | -1 | -1%
O=C(CCc1nnc(CCCCc2ccccc2)o1)NCc1cccc(F)c1 | -4% | -5% | -6% | -7% | 13% | -2.8 | 1 | 4%
COc1ccc2c(c1)c(=O)cc(-c1ccccc1)n2C | 6% | -1% | -2% | -4% | 10% | -0.8 | 4 | 3%
Clc1nc(CN2CCCCC2)nc2sc3c(c12)CCC3 | -3% | -1% | 8% | -15% | 5% | -1.0 | 5 | 8%
CC1Cc2ccccc2N1S(=O)(=O)c1cccc(C(=O)NCc2ccco2)c1 (stereo not drawn) | -7% | 0% | 1% | -1% | -2% | 0.3 | -15 | -23%
O=C(NCc1ccccc1)C1C(=O)Nc2ccccc2C(=O)N1c1ccc2c(c1)OCCO2 (stereo not drawn) | -2% | x | -12% | -7% | -23% | x | -3 | -11%
CC1(C(=O)NS(=O)(=O)c2cccc(OC(F)F)c2)CCN1C(=O)C/C=C/c1ccccc1 (stereo not drawn) | -6% | x | -9% | -20% | -2% | -1.3 | -6 | 3%
Cc1cccc(NC(=O)CN2C(=O)N/C(=C/c3ccc(-c4cccc(C(=O)O)c4C)o3)C2=O)c1 | -16% | -10% | 0% | -22% | u | -0.4 | -22 | -18%
CCOC(=O)C1=CN(Cc2cccc(F)c2)S(=O)(=O)N(CC)C1c1ccc(C(F)(F)F)cc1 (stereo not drawn) | -4% | -1% | -19% | -15% | -17% | -1.7 | 6 | -8%
CCNc1nc(NC(C)C)nc(Oc2ccc(OCCOc3ccccc3)nn2)n1 | -16% | 0% | 3% | 0% | -6% | 0.4 | x | -10%
O=C1CC(c2cccs2)Cc2nc(NCC3CCCO3)ncc21 (stereo not drawn) | 0% | 0% | 2% | -1% | 7% | 1.2 | x | -5%
Cn1c(=O)[nH]c(=O)c2c1nc([N+](=O)[O-])n2Cc1ccccc1 | 5% | -6% | 2% | 2.4µM* | u | -0.5 | -5 | -13%
O=C(c1cnc2n(c1=O)CCS2)N1CCN(c2ccccc2F)CC1 | 8% | 0% | 4% | -13% | -2% | -2.8 | 0 | 2%
Cn1cnnc1SCC(=O)Nc1cccc(S(=O)(=O)N2CCCCCC2)c1 | 2% | 0% | 3% | -11% | -14% | 0.7 | 1 | -3%
COc1ccc(/C=C2\C(=O)N(c3c(Cl)cc(Cl)cc3Cl)N=C2NC(=O)c2cccc([N+](=O)[O-])c2)cc1 | -7% | -1% | 2% | 0.75µM* | u | 5.3 | -25 | -33%
COc1ccc(-c2cc(=O)oc(-c3cccc(C)c3)n2)cc1 | 12% | -1% | -8% | 21% | 2% | -0.6 | -1 | 3%
COCCNC(=O)COc1cc(=O)n(C)c2ccccc12 | -6%[57.1 µM] | 1% | 4% | -2% | 3% | -3.1 | -1 | 1%
COCCCNC(=S)N1CCN(C(=O)c2ccco2)CC1 | 1% | 2% | 1% | -4% | -11% | 0.3 | 0 | -23%[57.1 µM]
Cc1ccc2nc(N3CCOCC3)c(C=O)cc2c1 | -15% | -1% | 15% | 3% | 10% | -2.5 | -1 | -4%
Cc1nnc(SCc2cc(=O)[nH]c(N3CCN(Cc4ccccc4)CC3)n2)s1 | 5% | 0% | 11% | -10% | -9% | -4.6 | -7 | 4%
CCC(CC)NC(=O)COC(=O)c1ccc(NS(=O)(=O)c2ccc3c(c2)OCCO3)cc1 | -2% | 1% | -5% | 6% | 2% | 1.8 | -2 | -1%
COc1cc(C2Nc3ccccc3C(=O)N2c2ccccc2)c(Br)cc1OCC(=O)O (stereo not drawn) | 8% | -10% | 7% | -14% | -13% | -2.3 | -11 | -5%

Full records, looked up by structure:
`Cn1cnnc1SCC(=O)Nc1cccc(S(=O)(=O)N2CCCCCC2)c1` in the list: EPAC2 antagonist = 2%; MmCpn inh = 0%; EPAC1 agonist = 3%; PLK1 PBD block = -11%; EPAC1 antagonist = -14%; CCT modulator = 0.7; PI5P4Ka inh = 1; WRN inhibitor = -3%
`COc1cc(C2Nc3ccccc3C(=O)N2c2ccccc2)c(Br)cc1OCC(=O)O` (stereo not drawn) in the list: EPAC2 antagonist = 8%; MmCpn inh = -10%; EPAC1 agonist = 7%; PLK1 PBD block = -14%; EPAC1 antagonist = -13%; CCT modulator = -2.3; PI5P4Ka inh = -11; WRN inhibitor = -5%

The listing picks up, starting 2 compounds before the break.
SMILES | EPAC2 antagonist | MmCpn inh | EPAC1 agonist | PLK1 PBD block | EPAC1 antagonist | CCT modulator | PI5P4Ka inh | WRN inhibitor
CCC(CC)NC(=O)COC(=O)c1ccc(NS(=O)(=O)c2ccc3c(c2)OCCO3)cc1 | -2% | 1% | -5% | 6% | 2% | 1.8 | -2 | -1%
COc1cc(C2Nc3ccccc3C(=O)N2c2ccccc2)c(Br)cc1OCC(=O)O (stereo not drawn) | 8% | -10% | 7% | -14% | -13% | -2.3 | -11 | -5%
Cc1ccc(S(=O)(=O)N[C@@H](Cc2ccccc2)C(=O)CCl)cc1 | -17% | 2% | -8% | u | u | -0.7 | -6 | u
COc1cc2c(cc1OC)C(c1ccc([N+](=O)[O-])cc1)NCC2 (stereo not drawn) | 7% | -1% | 0% | 12% | 14% | 0.5 | 2 | 4%
COc1ccc(-c2csc(Nc3ccccn3)n2)cc1 | 1% | 2% | 8% | -4% | 1% | -9.0 | 2 | -6%
COc1ccc(/C=C/C(=O)Oc2cccc(/C=N/NC(=O)COc3c(C)cccc3C)c2)cc1 | -4% | u | -3% | -12% | -9% | -3.2 | 1 | 9%
CS(=O)(=O)N(CC(=O)NCc1ccccc1Cl)c1cccc([N+](=O)[O-])c1 | -4% | -1% | 5% | -1% | -2% | -0.2 | -1 | 1%
Cc1cc(NC(=O)Nc2ccc(OCc3ccccc3)cc2)n(C)n1 | -6% | 0% | 3% | 1% | -28% | -0.3 | 2 | 0%
CSc1ccc(S(=O)(=O)N2CCC(C(=O)NCC3CCCO3)CC2)cc1 (stereo not drawn) | -1% | 2% | -8% | -1% | -10% | -2.0 | -9 | 1%
CC(=O)Nc1ccc(NC(=O)CSc2nnc(C)n2-c2ccccc2)cc1 | -11% | -8% | 0% | -5% | 6% | 1.4 | -1 | 3%
CCCCN(C=O)c1c(CC)nc2c(OCc3ccc(Cl)cc3)cccn12 | u | x | -2% | -10% | -13% | -3.7 | -5 | -11%
COc1ccccc1C(=O)N1CCN(Cc2c[nH]c3ccccc23)CC1 | -3% | 1% | 5% | -15% | -6% | 0.5 | 1 | -13%
C=CC(=O)Nc1cccc(Oc2ncnc3[nH]cc(-c4cnc5ccccc5c4)c23)c1 | 6% | 3% | 1% | -16% | 5% | -2.1 | -4 | -29%
CNc1ccc(-c2cccc(CO)c2)cn1 | 1% | x | -6% | -7% | 2% | -2.2 | -9 | 0%
COC(=O)/C=C1\N/C(=N\c2nc(C)cc(C)n2)N(c2ccc(C)c(C)c2)C1=O | 8% | -3% | 3% | 5% | 11% | -0.6 | 1 | -17%[57.1 µM]
O=C1CCCCN1CC(=O)N1CCCC(Nc2ccc(F)c(F)c2)C1 (stereo not drawn) | 12% | 0% | -3% | 21µM* | 9% | -0.8 | -16 | 7%
Cc1cccnc1CN1CCN(C(=O)CCc2nnc(CCc3ccccc3)o2)CC1 | -7% | 0% | -1% | -10% | -21% | -0.2 | 0 | 4%[57.1 µM]
O=C(Cn1c(=O)c2sccc2n(Cc2cccc([N+](=O)[O-])c2)c1=O)NCCc1ccccc1 | 3% | 0% | 4% | -6% | -4% | -2.1 | -7 | 11%
COc1ccc(/C=C(/NC(=O)c2ccc(OC)cc2)C(=O)NCCc2c[nH]c3ccccc23)cc1 | -1% | -1% | 4% | -1% | -23% | 1.6 | 0 | -5%
CCc1ccc(N2CCN(C(=O)c3ccc(OC)c(OC)c3)CC2)cc1 | -16% | 1% | 0% | -7% | 0% | 0.0 | 0 | 0%
COc1ccc(Cl)cc1S(=O)(=O)N1CCN(C(=O)c2n[nH]c(=O)c3ccccc23)CC1 | -10% | -1% | 14% | -14% | 16% | -0.6 | 0 | -12%
COC(=O)C12CCC3(SCCS3)C(C(=O)OC)(CCC13SCCS3)C2 | -3% | 0% | -4% | -2% | -16% | 1.7 | -2 | 2%
Cc1ccc(C(CC(=O)O)Nc2nc(N3CCCCC3)nc(N3CCCCC3)n2)cc1 (stereo not drawn) | -1% | -1% | -6% | -12% | 7% | -3.2 | -4 | -6%
CCCOC(=O)CC1C(=O)NCCN1C(=O)OC(C)(C)C (stereo not drawn) | 23% | 2% | 1% | -21% | 7% | 1.5 | -5 | 14%

Marked active in PLK1 PBD block, among the entries above:
SMILES | EPAC2 antagonist | MmCpn inh | EPAC1 agonist | PLK1 PBD block | EPAC1 antagonist | CCT modulator | PI5P4Ka inh | WRN inhibitor
Cn1c(=O)[nH]c(=O)c2c1nc([N+](=O)[O-])n2Cc1ccccc1 | 5% | -6% | 2% | 2.4µM* | u | -0.5 | -5 | -13%
COc1ccc(/C=C2\C(=O)N(c3c(Cl)cc(Cl)cc3Cl)N=C2NC(=O)c2cccc([N+](=O)[O-])c2)cc1 | -7% | -1% | 2% | 0.75µM* | u | 5.3 | -25 | -33%
O=C1CCCCN1CC(=O)N1CCCC(Nc2ccc(F)c(F)c2)C1 (stereo not drawn) | 12% | 0% | -3% | 21µM* | 9% | -0.8 | -16 | 7%

These rows are one share of the data. The share of hits here may be higher or lower than overall.
